Epigenetic derep – regulators of epigenetic silencing causing reporter derepression in mouse cells. murine LDR cells, GFP reporter derepression, 30 h. Potency, µM (titrated, usually from 53.9 µM), for the others: top-dose GFP activation, usual class: activators. hit rate 0.2% among 280,000. AID 1865; note: % of control where 0% means no effect; nearly all actives have a fitted effect of over 60% in size
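Murine LDR cells carrying a silenced, genomically integrated CMV-driven GFP reporter were exposed to compound for 30 hours at 37 C. After PBS washes, GFP-positive cells (20–120 um objects) were counted by laser-scanning microplate cytometry.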
GAA glycogen – alters human alpha-glucosidase cleavage of glycogen. AID 2100. hit rate 0.38% among 300,000. recombinant GAA, glycogen substrate, Amplex Red glucose oxidase fluorescence. Potency, µM (highest dose often 76.4 µM), for inactives: at the highest dose activity change, negative = inhibition, hits mostly inhibitors. P10253;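 note: 0% = full enzyme reaction and -100% = no-enzyme basal signal; the screen sought inhibitors and activators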
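Recombinant enzyme (4 nM final) with compounds titrated up to 77 uM and bovine liver glycogen (30 ug) in citrate pH 5.0, 0.01% Tween-20, 37 C 40 min. Released glucose detected by Amplex Red/glucose oxidase (Ex 573/Em 610); AC50 from Hill fits.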
Tau fluor cs – counter-screen for tau fibril formation inhibitors; AID 1463; hit rate 0.93% among 280,000; Potency, µM (series often up to 57.7 µM), inactives show at the highest dose activity change, negative = decrease; tau K18 P301L Alexa594 fluorescence, heparin fibrillization; note: % is set by controls: 0 for no effect and ±100 for the full control effect; nearly all actives have a fitted effect of over 55% in size
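Human tau K18 P301L (15 uM unlabeled, 0.24 uM Alexa 594-labeled) in 100 mM sodium acetate pH 7 with 20 uM heparin, 6 hr at 37 C. ThT 30 uM added, 1 hr ambient; Alexa 594 FP and total fluorescence read at 555/632 nm.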
Starred values were filed as active, the others as inactive; ? = inconclusive; & = joins results of further samples; [ ] = another dose, or the depositor's remark. Calls come from the whole dose curve; as a rule, active = well fitted curve in the direction sought with a large enough effect; inconclusive = small, poorly fitted or top-dose-only effect, or another doubt; inactive = no such curve, though single readings can be large; an effect the other way counts as inactive or inconclusive. Potency is the fitted concentration of half-maximal effect.

Values run as follows: Epigenetic derep | GAA glycogen | Tau fluor cs
1. CCN1CCC(N(Cc2ccc3c(c2)OCO3)C(=O)Nc2cc(F)ccc2F)CC1
→ -1.2% | 1%[76.3 µM] | -2%
2. Cc1ccc(NS(=O)(=O)c2ccc3c(c2)NC(=O)CCS3)c(Br)c1
→ -1.3% | -3%[76.3 µM] | -12%
3. CCOc1cc(C#N)c(NC(=O)c2ccc(OC)c(S(=O)(=O)N3CCN(c4ccccc4)CC3)c2)cc1OCC
→ -1.1% | -18%[76.3 µM] | -28%
4. CCOc1ccc(NC(=O)CSc2nc3c(oc4ccccc43)c(=O)n2-c2ccccc2C)cc1
→ 0.8% | -16%[76.3 µM] | -6%
5. CCc1ccc(-n2c(C)nnc2SCc2nc(-c3ccc(OC)cc3)no2)cc1
→ -1.9% | -16%[76.3 µM] | -9%
6. COC(=O)c1ccc(Cn2nc(-c3ccc(C)cc3)ccc2=O)cc1
→ 2.0% | -7% | -7%
7. CCN(CC)C(=O)c1sc(NC(=O)C2c3ccccc3Oc3ccccc32)c(C(=O)OC(C)C)c1C
→ -1.0% | -8%[76.3 µM] | 14%
8. COc1ccc(C(=O)Oc2ccc(C3NC(=O)c4c(sc5c4CCN(C)C5)N3)cc2OC)cc1 (centres undefined)
→ 5.5% | ? | -27%
9. CC1=C(C(=O)Nc2cccc(F)c2)C2(CCCCCC2)OC1=O
→ 0.0% | 7%[76.3 µM] | -11%
10. CCc1ccccc1NC(=O)C1CCCN(c2cnccn2)C1 (centres undefined)
→ -2.0% | 3%[76.3 µM] | -5%
11. COc1ccccc1NC(=O)c1oc2ccccc2c1NC(=O)c1c(F)cccc1F
→ -4.3% | 14%[76.3 µM] | -26%
12. O=C(CCS(=O)(=O)c1nc(-c2ccc3c(c2)OCO3)cc(C(F)(F)F)n1)Nc1ccc(F)c(Cl)c1
→ 1.6% | -9%[76.3 µM] | -25%
13. CC(Nc1ccc(-c2nc(-c3cccnc3)no2)cc1[N+](=O)[O-])c1ccccc1 (centres undefined)
→ -3.0% | -11%[76.3 µM] | 0%
14. COc1ccc(CN(C(=O)Cc2coc3ccc(C)cc23)C2CCS(=O)(=O)C2)cc1 (centres undefined)
→ -1.9% | 1%[76.3 µM] | -19%
15. Cc1ccc(NC(=O)CSc2ncc(-c3ccccc3)[nH]2)cc1
→ 0.1% | 10%[76.3 µM] | ?
16. CCc1ccc(CN(C(=O)c2ccc(OC)cc2)C2CCS(=O)(=O)C2)cc1 (centres undefined)
→ 1.9% | -4%[76.3 µM] | 2%
17. CCCCn1c(CNC(=O)c2ccc(OC)cc2)nnc1SCC(=O)Nc1ccccc1
→ -1.1% | 21%[76.3 µM] | -15%
18. O=C(Nc1cc(-c2nc3cc(Cl)ccc3o2)ccc1Cl)c1cc2ccccc2o1
→ 0.0% | 0%[76.3 µM] | -6%
19. Cn1cc(S(=O)(=O)N2CCOCC2)cc1C(=O)Nc1ccc(Cl)c(C(F)(F)F)c1
→ 5.6% | -18%[76.3 µM] | 5%
20. Cc1ccc(-c2cc(-c3ccccc3)c(C#N)c(SCC(O)CS(=O)(=O)Cc3ccccc3)n2)cc1 (centres undefined)
→ -0.8% | -10%[76.3 µM] | ?
21. Cc1cc2oc(C(=O)N(Cc3ccc(N(C)C)cc3)CC3CCCO3)c(C)c2cc1C (centres undefined)
→ 0.3% | -16%&-13%[76.3 µM] | -10%
22. Cc1ccc2oc3c(c(=O)c2c1)C1(C(=O)N(C)c2ccccc21)N(CCCO)C3=O (centres undefined)
→ 0.0% | 9%[76.3 µM] | -12%
23. CCOc1ccc2c(c1)c(=O)c(C(=O)c1ccc(CC)cc1)cn2CC(=O)Nc1ccccc1C
→ ? | 5%[76.3 µM] | -21%
24. COc1ccccc1CNC(=O)c1cnc(SC)nc1C
→ -0.2% | 20%[76.3 µM] | -2%
25. Cc1ccc(-c2ccc(=O)n(Cc3cc(C)ccc3C)n2)cc1
→ -2.0% | -5% | -8%
26. CCC(C)NC(=O)CCSc1nc(-c2ccc(OC)cc2)cc(C(F)(F)F)n1 (centres undefined)
→ -1.0% | 0%[76.3 µM] | -23%
27. CCc1nn(CC(=O)N2CCN(c3cccc(OC)c3)CC2)c(=O)c2cc3occc3n12
→ -2.1% | 11%[76.3 µM] | -6%
28. Cc1[nH]c2ccccc2c1SCCNC(=O)c1ccc(F)cc1
→ 0.1% | -8%[76.3 µM] | ?
29. O=C(O)CCn1c(=O)c2cccn2c2cccnc21
→ -0.1% | -6%[76.3 µM] | -2%
30. CCOc1ccccc1CNC(=O)C1CCN(c2nn3cc(-c4ccc(F)cc4)nc3s2)CC1
→ 0.0% | -5%[76.3 µM] | 10%

Reprinted from the part before: two entries, followed by the next part.
Values run as follows: Epigenetic derep | GAA glycogen | Tau fluor cs
29. O=C(O)CCn1c(=O)c2cccn2c2cccnc21
→ -0.1% | -6%[76.3 µM] | -2%
30. CCOc1ccccc1CNC(=O)C1CCN(c2nn3cc(-c4ccc(F)cc4)nc3s2)CC1
→ 0.0% | -5%[76.3 µM] | 10%
31. Cc1ccc(CNC(=O)c2c(O)nc3c(C)cccn3c2=O)cc1
→ 0.0% | 7%[76.3 µM] | -12%
32. Cc1ccc(NC(=O)/C(C#N)=C\c2ccc(Cl)cc2Cl)cc1C
→ 0.0% | -6%[76.3 µM] | -3%
33. Cn1c2ccccc2c2c(C(=O)N3CCN(c4cccc(Cl)c4)CC3)cn(C3CCCCC3)c(=O)c21
→ -0.2% | 8%[76.3 µM] | -1%
34. COc1ccccc1NC(=O)C1=C(C)Nc2nc(SCc3ccccc3)nn2C1c1cccs1 (centres undefined)
→ 5.1% | 4%[76.3 µM] | -21%
35. CCCOc1ccc(Oc2nc(NC)nc(N3CCOCC3)n2)nn1
→ 4.7% | 2%[76.3 µM] | 6%
36. CCOc1ccccc1C(=O)N(Cc1ccccc1F)C1CCS(=O)(=O)C1 (centres undefined)
→ -0.8% | 17%[76.3 µM] | -8%
37. Cc1ccc(CSc2nnc(-n3c(=O)c(C#N)cc4c(=O)n5cccc(C)c5nc43)s2)cc1
→ 2.8% | 14%[76.3 µM] | -16%
38. CCOC(=O)CNC(=O)CSc1cn(CC(=O)N2CCCCCC2)c2ccccc12
→ -2.2% | 20%[76.3 µM] | -11%
39. Cc1nc2sc(C(=O)N(C)Cc3ccccc3)c(NC(=O)c3ccccc3)c2c(C)c1Cl
→ -0.2% | -6%[76.3 µM] | -7%
40. CCOC(=O)Cn1c(=O)c2c(nc(N3CCOCC3)n2Cc2ccccc2)n(C)c1=O
→ -2.5% | 14%[76.3 µM] | -2%
41. COc1ccccc1N(CC(=O)Nc1ccccc1C(F)(F)F)S(=O)(=O)c1ccc(C)cc1
→ 0.3% | -19%[76.3 µM] | -21%
42. Cc1cc(C)cc(NC(=O)c2ccc3oc(=O)c(S(=O)(=O)c4ccc(F)cc4)cc3c2)c1
→ 5.3% | 20%[76.3 µM] | 9%
43. COc1ccccc1NC(=O)C(=O)c1cc(C)n(-c2cc(C)cc(C)c2)c1C
→ -1.7% | 13%[76.3 µM] | -11%
44. COc1cc(CNCCSc2nnnn2C)ccc1OCc1ccc(F)cc1
→ 1.1% | -5%[76.3 µM] | -17%
45. Cc1ccc2c(c1)c1c(c(=O)n(Cc3ccccc3)c(=O)n1CC(=O)NCc1ccccc1Cl)n2C
→ 1.4% | 15%[76.3 µM] | -13%
46. CCc1ccccc1NC(=O)CSc1ncc(S(=O)(=O)c2ccccc2)c(N)n1
→ -0.4% | -11%[76.3 µM] | -8%
47. CCc1ccc(NC(=O)c2cc(C)nn2-c2ccccc2)cc1
→ -1.1% | -3% | -22%
48. CCc1nn2c(-c3ccco3)ccnc2c1-c1ccccc1
→ -1.1% | -3%[76.3 µM] | -23%
49. Cc1cn2c(=O)cc(COc3ccc(NC(=O)c4ccccc4C)cc3)nc2s1
→ -1.1% | -5%[76.3 µM] | -6%
50. CCOc1ccc(OCC)c(NC(=O)CCC(=O)N2CCOc3ccccc32)c1
→ -3.0% | -6%[76.3 µM] | -1%
51. Cc1ccc(CNC(=O)c2nc(SCc3ccc(F)cc3)ncc2Cl)cc1
→ 1.1% | 13%[76.3 µM] | 1%
52. CC(C)CC(=O)Nc1nnc(S(=O)(=O)N2CCc3ccccc32)s1
→ ? | 4%&-7%[76.3 µM] | ?
53. Cc1ccc(CNC(=O)Cn2ccn(-c3cc(C)cc(C)c3)c(=O)c2=O)cc1
→ 0.8% | -5%[76.3 µM] | -1%
54. COc1cccc(NC(=O)Nc2ccc3c(c2)N(C)C(=O)c2ccccc2S3)c1
→ 3.5% | 1%[76.3 µM] | -5%
55. O=C(Nc1ccc(F)cc1F)c1cc(S(=O)(=O)N2CCCCC2)c[nH]1
→ 0.0% | 22%[76.3 µM] | -4%
56. COc1ccc2c(c1)cc1c(=O)n(CC(=O)NC(C)CCc3ccccc3)nc(C)n12 (centres undefined)
→ 1.4% | 16%&-6%[76.3 µM] | -2%
57. CCc1ccc(NC(=O)C2=C(C)C(=O)OC23CCCCC3)cc1
→ 1.1% | -5%[76.3 µM] | -10%
58. COc1ccc(OCC(=O)Nc2ccc(-c3nc4cc(C)c(C)cc4o3)cc2)cc1
→ -0.8% | 15%[76.3 µM] | -1%
59. CCC1CCc2nc3sc(C(=O)Nc4ccc(F)cc4F)c(N)c3cc2C1 (centres undefined)
→ -0.7% | 13%[76.3 µM] | -8%
60. CCC(C)NC(=O)Cn1c(=O)c2cccn2c2ccc(F)cc21 (centres undefined)
→ 0.0% | 17%[76.3 µM] | -16%

Other records follow:
Values run as follows: Epigenetic derep | GAA glycogen | Tau fluor cs
61. COc1ccc(NC(=O)C(=O)NCc2ccco2)c(OC)c1
→ -1.6% | -4%[76.3 µM] | -22%
62. CCCNC(=O)c1ccc2c(c1)sc1nc(-c3ccc(C)cc3)cn12
→ 1.4% | 11%[76.3 µM] | -17%
63. CCc1nn(CC(=O)NCc2cccc(OC)c2)c(=O)c2cc3cc(F)ccc3n12
→ 0.8% | 1%[76.3 µM] | -3%
64. CCOC(=O)N1CCN(C(=O)c2ccc3c(c2)N(Cc2ccccc2F)C(=O)c2ccccc2S3=O)CC1 (centres undefined)
→ 3.3% | -5%[76.3 µM] | -14%
65. Cc1cccc(-c2noc(CN(C(=O)c3ccc(C)c(C)c3)C(C)C)n2)c1
→ -1.1% | 8%[76.3 µM] | -12%
66. CC(C)c1cc(C(=O)NCc2ccc(F)cc2)no1
→ -1.8% | -10%[76.3 µM] | -10%
67. Cc1ccc(NC(=O)C(CC(C)C)NS(=O)(=O)c2ccc3c(c2)oc(=O)n3C)c(C)c1 (centres undefined)
→ -1.1% | 17%[76.3 µM] | 10%
68. Cc1cccc(NC(=O)c2ccc3snnc3c2)c1
→ -2.1% | 12%[76.3 µM] | -10%
69. CCc1cccc(NC(=O)C(Cc2ccccc2)n2cccc2)c1 (centres undefined)
→ 0.8% | -10%[76.3 µM] | ?
70. CCC(C)NC(=O)c1ccc2c(c1)N(Cc1ccccc1F)C(=O)c1ccccc1S2=O (centres undefined)
→ 0.0% | 0%[76.3 µM] | -20%
71. CN(C(=O)CSc1nc2ccc(NC(=O)COc3ccc(F)cc3)cc2s1)c1ccccc1
→ -3.2% | -9%[76.3 µM] | ?
72. Cn1nc(C(=O)N2CCN(c3ccccc3)CC2)c2c1-c1ccccc1SC2
→ 5.8% | 5%[76.3 µM] | -1%
73. Cc1ccccc1NC(=O)N1CCC(CN2CCCC2)CC1
→ -0.4% | ? | -8%
74. CN1C(=O)c2[nH]nc(-c3ccc(F)cc3)c2C1c1cccc(O)c1 (centres undefined)
→ -1.0% | -1%[76.3 µM] | -6%
75. CCC(C)NC(=O)c1sc2nc(C)c(C(=O)Nc3ccc(C)cc3C)c(-c3ccc(NC(C)=O)cc3)c2c1N (centres undefined)
→ -0.6% | 11%[76.3 µM] | -23%
76. COc1ccc(CNC(=O)CCc2cn(Cc3cc(C)ccc3C)c3ccccc23)cc1OC
→ 0.4% | -6%[76.3 µM] | 1%
77. CCCCCc1nn2cc(-c3ccccc3)nc2s1
→ 0.3% | 10%[76.3 µM] | -7%
78. Cc1ccc2c(CC(=O)N(Cc3ccc(N(C)C)cc3)Cc3ccco3)coc2c1C
→ -1.9% | -14%[76.3 µM] | ?
79. O=S(=O)(c1ccccc1)c1nc(-c2ccc(F)cc2)oc1N1CCOCC1
→ -1.0% | 3% | -9%

Part of the list above in a different format.
71) CN(C(=O)CSc1nc2ccc(NC(=O)COc3ccc(F)cc3)cc2s1)c1ccccc1
  Epigenetic derep: -3.2% | GAA glycogen: -9%[76.3 µM] | Tau fluor cs: ?
60) CCC(C)NC(=O)Cn1c(=O)c2cccn2c2ccc(F)cc21 (centres undefined)
  Epigenetic derep: 0.0% | GAA glycogen: 17%[76.3 µM] | Tau fluor cs: -16%
1) CCN1CCC(N(Cc2ccc3c(c2)OCO3)C(=O)Nc2cc(F)ccc2F)CC1
  Epigenetic derep: -1.2% | GAA glycogen: 1%[76.3 µM] | Tau fluor cs: -2%

An excerpt; the hit share may differ from the screen's.
